BoNT-A LC inh2: inhibitors of Botulinum neurotoxin A light chain protease; inhibition, % at 10 µM; multiplex microsphere protease substrate cleavage, flow cytometry; 360,000 tested, 0.17% active; further: plate controls were buffer without enzyme for full effect and enzyme alone for no effect
SARS 3CLpro inh: SARS-CoV 3CLpro protease inhibition; P0C6X7; recombinant SARS-CoV 3CLpro, quenched FRET peptide cleavage; inhibition, % at 6 µM; 290,000 tested, 0.14% active; AID 1706; in the data active means inhibition above about 12%
PrPC surface inh: cell surface PrPC inhibition, primary TR-FRET screen | 370,000 tested, 0.43% active | TR-FRET read-out | inhibition, % at 13.8 µM; in the data active means inhibition above about 24%; further: 0% = median of the test wells and 100% = reference compound wells
Anthrax LF prot: inhibitors of Bacillus anthracis lethal factor protease; multiplex microsphere protease cleavage assay, LF; P15917; 360,000 tested, 0.12% active; inhibition, % at 10 µM; further: plate controls were buffer without enzyme for full effect and enzyme alone for no effect
Rv3671c inh: inhibitors of M. tuberculosis serine protease Rv3671c; P9WHR9; inhibition, % at 5.96 µM; 320,000 tested, 0.048% active; in the data active means inhibition above about 38%;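 further: extracellular domain of Rv3671c used as enzyme; 0% = enzyme with DMSO and 100% = no enzyme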
Target sequence (P9WHR9 whole entry, looked up, the tested form may be a part): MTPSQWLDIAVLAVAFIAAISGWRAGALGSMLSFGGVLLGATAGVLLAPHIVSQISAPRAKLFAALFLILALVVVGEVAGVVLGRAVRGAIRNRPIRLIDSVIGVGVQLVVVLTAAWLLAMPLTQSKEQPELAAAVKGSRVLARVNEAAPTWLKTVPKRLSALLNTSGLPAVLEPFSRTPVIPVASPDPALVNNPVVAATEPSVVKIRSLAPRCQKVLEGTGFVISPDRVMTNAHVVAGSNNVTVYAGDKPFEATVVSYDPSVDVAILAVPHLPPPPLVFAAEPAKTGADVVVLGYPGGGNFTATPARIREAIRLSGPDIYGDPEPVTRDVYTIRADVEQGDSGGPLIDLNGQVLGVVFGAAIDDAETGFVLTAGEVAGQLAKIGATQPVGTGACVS
CCHFV vOTU inh: blocks the CCHF virus ovarian tumor domain protease. CCHFV vOTU protease, Pep-AMC fluorescence. inhibition, % at 11.5 µM. 370,000 tested, 0.55% active. AID 651958; in the data active means inhibition above about 30%; further: 0% = vehicle wells with enzyme and 100% = no enzyme wells
PriA SSB inh: K. pneumoniae PriA-SSBct interaction inhibition | AlphaScreen SSBct-PriA binding, biotinylated peptide | inhibition, % at 33 µM | 430,000 tested, 0.6% active | AID 1272365; in the data active means inhibition mostly above about 37%, no sharp cut-off; inactive means mostly below about 20%;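 further: plate controls were negative control peptide for no effect and reference peptide for full effect; strong numbers were not always called active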
BoNT F protease: inhibitors of Botulinum neurotoxin F light chain protease. 360,000 tested, 0.22% active. inhibition, % at 10 µM. Multiplex microsphere protease cleavage assay, flow cytometry; in the data active means inhibition above about 35%, passing the limit was not always enough; inconclusive means no clear call, values can overlap the other calls; further: plate controls were buffer without enzyme for full effect and enzyme alone for no effect
MazF activator: MazEF (E. coli) toxin RNase activation; FAM/BHQ RNA-DNA oligo cleavage fluorescence, 5 h; activation, % at 20 µM; 350,000 tested, 0.32% active; in the data active means activation above about 50%
Target sequence (P0AE70 whole entry, looked up): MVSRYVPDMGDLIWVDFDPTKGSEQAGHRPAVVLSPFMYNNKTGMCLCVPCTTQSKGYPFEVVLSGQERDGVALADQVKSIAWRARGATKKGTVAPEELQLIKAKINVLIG
VHR inh abs: inhibitors of human VHR1 phosphatase (DUSP3). P51452. recombinant VHR phosphatase, pNPP absorbance. inhibition, % at 13.3 µM. 290,000 tested, 0.52% active; in the data active means inhibition above about 50%; further: some compounds called inactive have numbers as strong as hits
Target sequence (P51452 whole entry, looked up): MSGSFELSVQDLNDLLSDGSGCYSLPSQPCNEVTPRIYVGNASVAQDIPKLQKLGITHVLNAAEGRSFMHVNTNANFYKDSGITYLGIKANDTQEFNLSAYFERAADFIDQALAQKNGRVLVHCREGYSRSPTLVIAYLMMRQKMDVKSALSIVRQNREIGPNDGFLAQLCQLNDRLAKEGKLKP
* hit, by the source's call; ? = inconclusive; nt = no result given; & = joins results of further samples; ! = not confirmed by another sample. Unless noted, no stated cut-off is given here; in the data, active means inhibition above about 30%; inconclusive means no clear call, values can overlap the other calls; inactive means below that. The list is partial; count on the stated rates, not on these rows.

Every second line gives: BoNT-A LC inh2	SARS 3CLpro inh	PrPC surface inh	Anthrax LF prot	Rv3671c inh	CCHFV vOTU inh	PriA SSB inh	BoNT F protease	MazF activator	VHR inh abs
Cc1ccc2nc(-c3ccco3)c(Cc3cccc(F)c3)n2c1
    0.9	nt	6	3	nt	-6	nt	-13	nt	nt
CCC(Cc1ccccc1)NC(=O)C1CCN(c2nn3c(=O)cc(C)nc3s2)CC1 (centres undefined)
    1.5	-3	-9	1	-4	4	2	-1	4	-26
CCOc1ccccc1/C=N/NC(=O)CNC(=O)c1cccs1
    -1.6	-6	-14	-5	-8	4	nt	-4	-6	6
Cc1cc(C)cc(NC(=O)COc2coc(CN3CCc4ccccc43)cc2=O)c1
    2.3	nt	9	1	-1	2	13	6	-2	nt
COc1ccc(N(C(=O)c2ccncc2)S(=O)(=O)c2ccc(Cl)cc2)cc1
    -0.1	0	nt	-6	1	nt	-16	3	2	33
COc1ccc(N(CC(=O)NC(C)(C)C)C(=O)CCC(=O)Nc2nccs2)c(OC)c1
    -1.0	-3	8	19	-7	3	-17	5	2	4
CC(=O)N1CCN(Cc2nc3scc(-c4ccccc4)c3c(=O)[nH]2)CC1
    -0.6	3	-1	-2	1	2	-4	0	1	13
Cc1ccc2cc(C(c3nnnn3C3CCCC3)N3CCN(c4ccc(F)cc4)CC3)c(=O)[nH]c2c1 (centres undefined)
    -0.2	6	-7	-3	-1	12	2	0	5	-5
NC(=O)C1CCN(c2oc(/C=C/c3ccccc3)nc2S(=O)(=O)c2ccccc2)CC1
    0.9	3	-2	3	0	16	-10	7	-3	16
CCCn1c(=O)c2ccccc2n2c(=S)[nH]nc12
    -1.0	0	-6	-2	-5	-10	-9	-1	0	-2

The listing continues.
Every second line gives: BoNT-A LC inh2	SARS 3CLpro inh	PrPC surface inh	Anthrax LF prot	Rv3671c inh	CCHFV vOTU inh	PriA SSB inh	BoNT F protease	MazF activator	VHR inh abs
O=C(O)CC1C(=O)NCCN1CCCc1ccccc1 (centres undefined)
    -0.4	-3	6	1	2	5	-3	-10	13	-10
COc1ccccc1-n1c(SCC(=O)NC(C)(C)C)nnc1-c1ccco1
    0.7	-2	-9	0	5	-9	-4	7	-3	13
Cc1cc(C(=O)NN=Cc2ccc(OC(=O)c3ccco3)cc2)c(C)o1
    -0.4	nt	-1	3	14	8	-10	1	8	nt
Cc1ccccc1OCC(=O)N/N=C/c1ccc([N+](=O)[O-])o1
    -0.6	-4	-28	-2	8	14	nt	-1	-3	52*
O=C1CCC([N+](=O)[O-])C(c2ccc3c(c2)OCO3)N1 (centres undefined)
    0.6	-1	4	-1	-5	-6	4	2	-22	18
Cc1cc(Br)ccc1OCC(=O)NNC(=O)C(=O)Nc1ccccc1
    -0.2	6	0	-4	-2	-11	-6	-6	-4	26
CCO[C@H]1OC(C(=O)Nc2ccccc2)=C[C@@H](c2ccc(C(F)(F)F)cc2)[C@@H]1CCCO
    -0.6	4	31*	5	-37	32*	-3	2	4	-2
CN(C(=O)COC(=O)C(C)(C)Oc1ccc(Cl)cc1)c1c(N)n(Cc2ccccc2)c(=O)[nH]c1=O
    -0.5	nt	-2	1	2	9	-8	2	-2	nt
CCc1nc2c(OCc3ccccc3)cccn2c1N(C)C(=O)C(C)C
    -0.2	nt	-3	2	nt	-15	nt	3	nt	nt
Cc1nc2nc[nH]c2cc1Br
    0.2	-1	3	-6	-9	13	10&-5	-6	5	-13

(cont.)
Every second line gives: BoNT-A LC inh2	SARS 3CLpro inh	PrPC surface inh	Anthrax LF prot	Rv3671c inh	CCHFV vOTU inh	PriA SSB inh	BoNT F protease	MazF activator	VHR inh abs
COc1ccc(Cl)cc1S(=O)(=O)N1CCC(C(=O)NC2CCCC2)CC1
    1.0	-5	0	-3	-6	1	6	0	8	10
CCOc1ccc(S(=O)(=O)N2CCCC(C(=O)NCc3ccccn3)C2)cc1 (centres undefined)
    -2.5	-6	5	4	2	-11	-29	-5	1	39
Cc1ccc(NS(=O)(=O)c2ccc(OCC(=O)Nc3cccc([N+](=O)[O-])c3)c(C)c2)cc1
    -0.6	11	-5	-3	-143	8	29	-7	1	29
C[C@@H]1CN([C@@H](C)CO)C(=O)c2cccc(NS(C)(=O)=O)c2O[C@H]1CN(C)CC1CCCCC1
    -0.7	nt	0	-2	3	-2	7	3	8	nt
Cc1cc(-n2c(C)cc(C(=O)CSc3[nH]c(=O)cc(C(F)(F)F)c3C#N)c2C)no1
    -4.4	nt	-3	-3	-11	6	-4	-22	-1	nt
CC(CNC(=O)c1ccc(NC2=NC3CS(=O)(=O)CC3S2)cc1)c1ccccc1 (centres undefined)
    -0.9	3	-5	3	-5	-8	-8	-2	0	13
Cc1ccccc1C(=O)Nc1cccc(C(=O)N/N=C/c2cc(Cl)cc([N+](=O)[O-])c2O)c1
    4.5	-2	-7	0	20	12	nt	-3	-17	12
C[C@@]12C(=O)N(c3cccc(Br)c3)C(=O)N1[C@H](c1ccc(Cl)cc1)[C@@H]1C(=O)N(C3CCCCC3)C(=O)[C@@H]12
    0.6	33*	1	-4	-23	5	-9	2	-4	9
CCc1cc2ccccc2nc1SCC(=O)Nc1cc(C)on1
    0.2	6	30*	1	2	-2	-3	1	18	18
CC(NC(=O)CCn1c(=S)[nH]c2ccsc2c1=O)c1ccccc1 (centres undefined)
    -0.3	-1	-16	-2	-10	-4	9	-6	11	7

The results go on:
Every second line gives: BoNT-A LC inh2	SARS 3CLpro inh	PrPC surface inh	Anthrax LF prot	Rv3671c inh	CCHFV vOTU inh	PriA SSB inh	BoNT F protease	MazF activator	VHR inh abs
Cc1cc(C(=O)CSc2nc(N)cc(N)n2)c(C)n1CC1CCCO1 (centres undefined)
    -0.4	nt	10	-8	0	-17	3	-7	7	nt
CCOC(=O)Cc1csc(NS(=O)(=O)c2ccc(F)cc2)n1
    -0.3	2	6	-1	0	0	2	-14	-5	21
COc1ccc(C(=O)NC2CCSc3ccccc32)cc1F (centres undefined)
    -0.3	7	-3	0	4	10	9	4	9	28
CCN(CC)C(=O)c1nn(-c2ccccc2)c2c1C1CCC2(C)C1(C)C (centres undefined)
    -1.0	7	-1	-1	5	11	12	-4	3	-6
O=C1CCCc2nc(N3CCN(c4ccccc4)CC3)ncc21
    -0.5	-4	5	3	0	-6	2	17	4	3
Clc1ccc(CCC(Cn2ccnc2)Sc2c(Cl)cccc2Cl)cc1 (centres undefined)
    -0.8	nt	4	-2	0	3	3	-12	-3	nt
C=CCN(CC=C)C(=O)C1CCC(C(=O)N(CC=C)CC=C)CC1 (centres undefined)
    -0.3	-2	-3	-1	-8	5	0	1	3	24
Cc1cc(C)c2sc(N(CCCN(C)C)C(=O)c3ccc(S(=O)(=O)N4CCCc5ccccc54)cc3)nc2c1
    -6.3	nt	-10	-6	9	-1	47*!	-11	-21	nt
Cc1cc(C)nc(/N=C(\N)N2CCCCC2)n1
    0.9	0	4	-1	1	2	nt	2	4	29
Cc1ccccc1NC(=O)c1ccc(N/N=C/c2ccccc2O)c([N+](=O)[O-])c1
    0.4	1	2	-2	0	6	nt	6	17	10

Other results follow.
Every second line gives: BoNT-A LC inh2	SARS 3CLpro inh	PrPC surface inh	Anthrax LF prot	Rv3671c inh	CCHFV vOTU inh	PriA SSB inh	BoNT F protease	MazF activator	VHR inh abs
Cc1cc(C)c(C#N)c(Oc2ccccc2)n1
    0.1	-1	-2	0	-3	14	-7	-2	4	30
CN(c1nc2ccccc2n2c(-c3ccco3)nnc12)S(=O)(=O)c1ccccc1
    0.7	-8	1	-4	1	-7	1	4	-29	0
CCN1C2=NCCCN2c2cc(C)c(C)cc21
    0.1	5	-8	0	-1	8	-9	-1	1	0
CC(C)CN=CC1=C(O)c2ccccc2C1=O
    -0.1	2	-13	-1	2	14	-5	19	0	2
Cc1nc(SCC(=O)NCC2CCCO2)c2c3c(sc2n1)CCC3 (centres undefined)
    0.2	-7	5	-3	nt	1	0	-2	0	11
C[C@]12CCC3C(CC[C@H]4CC(O)CC[C@]34C)C1CC/C2=N/O (some centres undefined)
    -0.7	-5	3	-2	-10	-12	nt	-3	-6	44
Cn1c(N)c(C(=O)COC(=O)C2Cc3ccccc3CN2S(C)(=O)=O)c(=O)n(C)c1=O (centres undefined)
    0.3	nt	4	-5	nt	8	nt	3	2	nt
Cc1ccc(C(C)(C)NC(=O)C2CCC(=O)N(CCCN3CCOCC3)C2)cc1 (centres undefined)
    -0.5	-5	-2	-2	-1	1	-9	-5	9	7
CC(SCC(=O)NC(C)C1CC2CCC1C2)C(=O)O (centres undefined)
    0.1	2	2	1	-11	2	-10	0	6	-4
CCN1CCCC1CNC(=O)C(NC(=O)C1CCC(C)CC1)C(C)C (centres undefined)
    0.7	3	0	-2	7	-10	-16	-3	-14	-5

2 entries drawn at random from the list so far:
Every second line gives: BoNT-A LC inh2	SARS 3CLpro inh	PrPC surface inh	Anthrax LF prot	Rv3671c inh	CCHFV vOTU inh	PriA SSB inh	BoNT F protease	MazF activator	VHR inh abs
Cc1nc(SCC(=O)NCC2CCCO2)c2c3c(sc2n1)CCC3 (centres undefined)
    0.2	-7	5	-3	nt	1	0	-2	0	11
Cc1cc(C)c(C#N)c(Oc2ccccc2)n1
    0.1	-1	-2	0	-3	14	-7	-2	4	30

Additional entries follow.
Every second line gives: BoNT-A LC inh2	SARS 3CLpro inh	PrPC surface inh	Anthrax LF prot	Rv3671c inh	CCHFV vOTU inh	PriA SSB inh	BoNT F protease	MazF activator	VHR inh abs
CCCNC(=O)c1cc2nc(-c3ccccc3)cc(C(F)(F)F)n2n1
    1.2	-1	-16	0	0	-9	-2	5	4	-10
Cc1cccc(-c2nnc(SC(C)C(=O)N3CCOCC3)o2)c1 (centres undefined)
    3.5	-2	-3	1	4	7	-9	2	8	14
Cc1ccc(C(C)C)c(OCc2nnc3n2CCCCC3)c1
    0.7	3	-3	-7	14	-4	1	3	-2	7
COc1ccc(C(=O)NC(C)c2ccc(-n3ccnc3)cc2)c(OC)c1OC (centres undefined)
    1.2	-3	-3	-2	4	-5	-11	-3	6	-3
CCCCCCCCc1nnc(NC(=O)c2ccco2)s1
    -1.2	0	12	0	-1	-14	-14	-11	-1	16
CCOC(=O)N1CCN(Cc2c(F)cccc2F)CC1
    0.5	3	-8	1	5	-1	-6	-2	0	8
CC1(N(O)C=C2C=CC(=O)C=C2)CCCCC1=O (centres undefined)
    -0.1	3	-6	-1	-13	-8	-13	-3	-1	29
Cc1cccc(NC(=O)CSCC(=O)N2CCN(Cc3ccc4c(c3)OCO4)CC2)c1
    0.2	nt	2	-4	0	-7	-2	?	3	nt

Grouped by structure, the entries above with fluorine
Every second line gives: BoNT-A LC inh2	SARS 3CLpro inh	PrPC surface inh	Anthrax LF prot	Rv3671c inh	CCHFV vOTU inh	PriA SSB inh	BoNT F protease	MazF activator	VHR inh abs
Cc1ccc2nc(-c3ccco3)c(Cc3cccc(F)c3)n2c1
    0.9	nt	6	3	nt	-6	nt	-13	nt	nt
Cc1ccc2cc(C(c3nnnn3C3CCCC3)N3CCN(c4ccc(F)cc4)CC3)c(=O)[nH]c2c1 (centres undefined)
    -0.2	6	-7	-3	-1	12	2	0	5	-5
CCO[C@H]1OC(C(=O)Nc2ccccc2)=C[C@@H](c2ccc(C(F)(F)F)cc2)[C@@H]1CCCO
    -0.6	4	31*	5	-37	32*	-3	2	4	-2
Cc1cc(-n2c(C)cc(C(=O)CSc3[nH]c(=O)cc(C(F)(F)F)c3C#N)c2C)no1
    -4.4	nt	-3	-3	-11	6	-4	-22	-1	nt
CCOC(=O)Cc1csc(NS(=O)(=O)c2ccc(F)cc2)n1
    -0.3	2	6	-1	0	0	2	-14	-5	21
COc1ccc(C(=O)NC2CCSc3ccccc32)cc1F (centres undefined)
    -0.3	7	-3	0	4	10	9	4	9	28
CCCNC(=O)c1cc2nc(-c3ccccc3)cc(C(F)(F)F)n2n1
    1.2	-1	-16	0	0	-9	-2	5	4	-10
CCOC(=O)N1CCN(Cc2c(F)cccc2F)CC1
    0.5	3	-8	1	5	-1	-6	-2	0	8
